PP1 counter: PP1-alpha phosphatase inhibitors, primary screen, counter-screen for PP5 inhibitor project, biochemical, fluorescence, OMFP substrate, single point. purified PP1alpha. inhibition, % at 6.7 µM. actives 0.9% (n = 320,000). AID 2235, 2010;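 active means inhibition above the mean inhibition of all tested compounds plus 3 SD, computed separately for each screening campaign, cut at about 15% in these data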
PP5 inh: PP5 phosphatase inhibitors, primary screen, biochemical, fluorescence; Serine/threonine-protein phosphatase 5 (Homo sapiens), P53041; purified PP5c, OMFP substrate fluorescence; inhibition, % at 6.7 µM; actives 0.18% (n = 320,000);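 active means inhibition above the campaign's mean inhibition across all tested compounds plus 3 SD, cut at about 9.5% in these data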;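 further: 0% = DMSO only and 100% = 100 µM cantharidin control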
Target sequence (P53041 whole entry, looked up): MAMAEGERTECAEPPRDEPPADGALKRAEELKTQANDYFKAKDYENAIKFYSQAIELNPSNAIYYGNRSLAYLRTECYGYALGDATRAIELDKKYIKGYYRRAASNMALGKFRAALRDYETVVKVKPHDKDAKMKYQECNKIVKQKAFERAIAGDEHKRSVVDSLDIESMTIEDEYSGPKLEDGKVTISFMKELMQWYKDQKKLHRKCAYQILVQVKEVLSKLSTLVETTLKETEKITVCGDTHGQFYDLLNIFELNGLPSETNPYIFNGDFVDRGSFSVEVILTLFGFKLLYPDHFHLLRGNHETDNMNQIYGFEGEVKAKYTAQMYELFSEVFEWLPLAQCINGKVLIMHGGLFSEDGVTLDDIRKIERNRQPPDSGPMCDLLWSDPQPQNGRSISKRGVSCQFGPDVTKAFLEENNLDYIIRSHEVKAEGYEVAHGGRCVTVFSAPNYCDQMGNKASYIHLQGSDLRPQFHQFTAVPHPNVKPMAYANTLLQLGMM
HCV core dimer: inhibitors of HCV core protein dimerization, primary screen, biochemical, TR-FRET, high-throughput. TR-FRET GST/Flag-core106 dimerization, 1536-well. inhibition, % at 5 µM. actives 0.33% (n = 300,000). AID 1899, 2009;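 active means inhibition above the mean of all tested compounds plus 3 SD, set per screening campaign, cut at about 45% in these data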
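System: GST-tagged and Flag-tagged HCV core protein residues 1-106 / Input: core106 proteins, GST 13.5 nM and Flag 17 nM / Buffer or medium: KF-containing HEPES buffer, pH 7.45, DTT, CHAPS, BSA / Probe or stimulus: Eu-anti-GST and XL665-anti-Flag labelled anti-tag antibodies / Schedule: 4 h, 22.5 °C incubation / Technique: TR-FRET 671 and 617 nm emission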
GASC-1 inh: inhibitors of GASC-1 histone demethylase, primary screen, biochemical, fluorescence, DELFIA europium; GST-JMJD2C(1-420) H3K9me3 demethylation; inhibition, % at 2.35 µM; actives 0.069% (n = 330,000); AID 2099, 2009;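 active means more than half of a compound's replicate wells show inhibition beyond 50%, single wells judged on their own value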;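 further: signal counts dimethyl H3K9 product captured on neutravidin plate; 0% = median of DMSO wells and 100% = 0.3 times that DMSO median; strong numbers were not always called active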
EBNA-1 inhibitor: EBNA-1 DNA-binding inhibitors, primary screen, biochemical, fluorescence polarization; inhibition, % at 14.8 µM; actives 0.34% (n = 300,000); AID 1950, 2009; in the data active means inhibition above about 28%
Yeast superoxide: reduction of superoxide in aged yeast, primary screen, HTS. S. cerevisiae aged cells, superoxide DHE fluorescence; active compounds read low. superoxide response (% of plate mean), % at 10 µM. actives 0.18% (n = 330,000). AID 2690, 2010;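 active means superoxide response under a set limit, about three screen SD below normal, cut at about 65% in these data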;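 further: yeast aged for seven days with compound at 30 °C before DHE staining; 100% = average MFI of all compound-treated wells on the plate with controls excluded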
TPT1 inhibitor: Candida albicans TPT1 enzyme inhibitors, primary screen, biochemical, fluorescence polarization; recombinant caTPT1, FP RNA substrate dephosphorylation; inhibition, % at 5 µM; actives 0.81% (n = 300,000); AID 1962, 2009;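 active means inhibition above the mean of all tested compounds plus 3 SD, set per screening campaign, cut at about 24% in these data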;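 further: plate controls were DMSO alone for no effect and ferristatin control at 100 nM for full effect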
Fh CTSL1 inh: Fasciola hepatica cathepsin L1 inhibitors, primary screen, counter-screen for PFM18AAP inhibitor project, biochemical, QFRET, fluorogenic peptide substrate | recombinant F. hepatica cathepsin L1, Z-Leu-Arg-MCA fluorescence | inhibition, % at 5.96 µM | actives 0.49% (n = 300,000);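 active means inhibition above the mean of all tested compounds plus 3 SD, set per screening campaign, cut at about 17% in these data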;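 further: 0% = plate median of test compound wells and 100% = 1 µM Z-Phe-Ala-diazomethylketone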
ZTA counter: blocks Epstein-Barr virus ZTA, an EBNA-1 counter-screen. actives 0.15% (n = 320,000). inhibition, % at 11 µM. ZTA-DNA binding, fluorescence polarization. P03206; in the data active means inhibition above about 33%
Target sequence (P03206 whole entry, looked up): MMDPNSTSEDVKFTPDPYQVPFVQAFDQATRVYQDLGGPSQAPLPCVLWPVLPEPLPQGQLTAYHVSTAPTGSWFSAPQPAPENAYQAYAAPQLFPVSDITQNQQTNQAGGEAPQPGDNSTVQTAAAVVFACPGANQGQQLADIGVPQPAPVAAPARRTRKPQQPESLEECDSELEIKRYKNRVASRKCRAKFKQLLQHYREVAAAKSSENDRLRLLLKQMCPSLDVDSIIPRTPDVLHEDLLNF
An asterisk follows results filed as active; . = no result given.

Letters – A = PP1 counter; B = PP5 inh; C = HCV core dimer; D = GASC-1 inh; E = EBNA-1 inhibitor; F = Yeast superoxide; G = TPT1 inhibitor; H = Fh CTSL1 inh; I = ZTA counter
Cc1csc(C(C#N)C(=O)c2cc3ccccc3o2)n1 (stereo not drawn)
  A: -3 | B: 1.9 | C: -18 | D: -2 | E: 3 | F: 114 | G: 0 | H: 0 | I: -5

Cc1nnc(-c2cnn(C)c2N)n1CCCN(C)C
  A: -1 | B: -1.5 | C: -5 | D: 10 | E: 6 | F: 93 | G: -3 | H: 3 | I: -5

COc1ccc(C2=CSC3=C(C(=O)c4cccc(S(=O)(=O)N(C)C)c4)CCN23)cc1
  A: 13 | B: -1.0 | C: 5 | D: 4 | E: 5 | F: 88 | G: 16 | H: 3 | I: 14

COc1ccc(S(=O)(=O)N2CCOCC2)cc1NC(=O)CCc1cc(OC)c(OC)c(OC)c1
  A: -4 | B: 0.9 | C: . | D: 6 | E: . | F: 85 | G: . | H: . | I: -6

N#CC1(Cc2ccccc2)c2ccccc2C=CN1C(=O)c1ccccc1 (stereo not drawn)
  A: 1 | B: 2.8 | C: 8 | D: -9 | E: -1 | F: 98 | G: -2 | H: 2 | I: -10

O=C(CC(=O)N/N=C/c1ccc(Cl)cc1Cl)NCc1ccccc1
  A: 2 | B: 2.0 | C: 5 | D: 0 | E: 1 | F: 95 | G: -3 | H: -3 | I: -4

C/C(=N\NC(=O)c1ccc2c(c1)OCO2)c1cccnc1
  A: -2 | B: 1.7 | C: -6 | D: 3 | E: 16 | F: 84 | G: 1 | H: 0 | I: -9

COc1ccc(NC(=S)N2CCC(c3nc4ccccc4o3)CC2)c(OC)c1
  A: -1 | B: 0.3 | C: -3 | D: 7 | E: -2 | F: 102 | G: -4 | H: -6 | I: 11

Cc1cccc(C)c1OCc1cc(C(=O)NCc2cn(C)nc2C)no1
  A: -1 | B: 1.6 | C: 7 | D: -2 | E: 3 | F: 106 | G: -2 | H: 0 | I: 2

O=[N+]([O-])c1cc(C(F)(F)F)ccc1Sc1ccccn1
  A: 8 | B: 0.6 | C: -6 | D: -2 | E: 7 | F: 118 | G: 0 | H: -1 | I: 9

O=C(Nc1cccn(Cc2ccccc2)c1=O)NC1CCCCC1
  A: -5 | B: 0.6 | C: 12 | D: 7 | E: 6 | F: 104 | G: -1 | H: -3 | I: -9

O=C(/C=C/c1ccc(F)cc1)NCCc1ccc2c(c1)OCCO2
  A: -3 | B: -4.0 | C: 6 | D: -1 | E: 5 | F: 95 | G: -1 | H: -2 | I: 24

COCc1nnc(NC(=O)CC(C)C)s1
  A: -4 | B: 2.8 | C: -3 | D: 4 | E: -10 | F: 111 | G: -1 | H: -3 | I: 0

O=[N+]([O-])c1ccc(-c2c[nH]c(=S)[nH]2)cc1
  A: 0 | B: -0.6 | C: 53* | D: -3 | E: 1 | F: 96 | G: -2 | H: 7 | I: 5

CC1CCc2onc(C(=O)NCc3ccco3)c2C1 (stereo not drawn)
  A: -4 | B: 0.2 | C: 10 | D: 3 | E: 0 | F: 101 | G: 2 | H: -4 | I: 9

Twelve of these compounds in another layout.
smiles,PP1 counter,PP5 inh,HCV core dimer,GASC-1 inh,EBNA-1 inhibitor,Yeast superoxide,TPT1 inhibitor,Fh CTSL1 inh,ZTA counter
COc1ccc(S(=O)(=O)N2CCOCC2)cc1NC(=O)CCc1cc(OC)c(OC)c(OC)c1,-4,0.9,.,6,.,85,.,.,-6
N#CC1(Cc2ccccc2)c2ccccc2C=CN1C(=O)c1ccccc1 (stereo not drawn),1,2.8,8,-9,-1,98,-2,2,-10
O=C(CC(=O)N/N=C/c1ccc(Cl)cc1Cl)NCc1ccccc1,2,2.0,5,0,1,95,-3,-3,-4
C/C(=N\NC(=O)c1ccc2c(c1)OCO2)c1cccnc1,-2,1.7,-6,3,16,84,1,0,-9
COc1ccc(NC(=S)N2CCC(c3nc4ccccc4o3)CC2)c(OC)c1,-1,0.3,-3,7,-2,102,-4,-6,11
Cc1cccc(C)c1OCc1cc(C(=O)NCc2cn(C)nc2C)no1,-1,1.6,7,-2,3,106,-2,0,2
O=[N+]([O-])c1cc(C(F)(F)F)ccc1Sc1ccccn1,8,0.6,-6,-2,7,118,0,-1,9
O=C(Nc1cccn(Cc2ccccc2)c1=O)NC1CCCCC1,-5,0.6,12,7,6,104,-1,-3,-9
O=C(/C=C/c1ccc(F)cc1)NCCc1ccc2c(c1)OCCO2,-3,-4.0,6,-1,5,95,-1,-2,24
COCc1nnc(NC(=O)CC(C)C)s1,-4,2.8,-3,4,-10,111,-1,-3,0
O=[N+]([O-])c1ccc(-c2c[nH]c(=S)[nH]2)cc1,0,-0.6,53*,-3,1,96,-2,7,5
CC1CCc2onc(C(=O)NCc3ccco3)c2C1 (stereo not drawn),-4,0.2,10,3,0,101,2,-4,9

Back to the main list, repeating the 2 entries before the break.
Letters – A = PP1 counter; B = PP5 inh; C = HCV core dimer; D = GASC-1 inh; E = EBNA-1 inhibitor; F = Yeast superoxide; G = TPT1 inhibitor; H = Fh CTSL1 inh; I = ZTA counter
O=[N+]([O-])c1ccc(-c2c[nH]c(=S)[nH]2)cc1
  A: 0 | B: -0.6 | C: 53* | D: -3 | E: 1 | F: 96 | G: -2 | H: 7 | I: 5

CC1CCc2onc(C(=O)NCc3ccco3)c2C1 (stereo not drawn)
  A: -4 | B: 0.2 | C: 10 | D: 3 | E: 0 | F: 101 | G: 2 | H: -4 | I: 9

O=Cc1ccc(OCCOc2ccc([N+](=O)[O-])cc2)cc1
  A: 2 | B: 0.5 | C: 1 | D: 16 | E: 6 | F: 90 | G: -5 | H: 0 | I: 15

COc1ccc(C)cc1S(=O)(=O)N1CCN(S(=O)(=O)c2cc(C)ccc2OC)C(C)C1 (stereo not drawn)
  A: -3 | B: 3.3 | C: 3 | D: 11 | E: -4 | F: 101 | G: -2 | H: -1 | I: 12

CCN(CC)S(=O)(=O)c1cccc(C(=O)N/N=C2\CCCC(=O)C2)c1
  A: 3 | B: -0.6 | C: -1 | D: -7 | E: 8 | F: 95 | G: -1 | H: -3 | I: 14

COc1cccc(NC(=O)Nc2cc(C(=O)O)ccc2N2CC3CC(C2)c2cccc(=O)n2C3)c1 (stereo not drawn)
  A: -1 | B: -0.2 | C: -8 | D: 25 | E: 8 | F: 95 | G: -2 | H: -2 | I: -6

Cc1cc(=O)oc2c1c(C)nn2-c1nn[nH]n1
  A: -11 | B: 0.7 | C: 0 | D: 1 | E: 8 | F: 95 | G: 2 | H: -1 | I: -4

Cc1ccc(S(=O)(=O)NC(C)C(=O)NCc2ccc(Cl)cc2)cc1 (stereo not drawn)
  A: -3 | B: 0.4 | C: 2 | D: -1 | E: -3 | F: 109 | G: -2 | H: -5 | I: -14

NC(=O)c1cc(S(=O)(=O)N2CCCC2)ccc1OCCOc1ccccc1
  A: 0 | B: 0.8 | C: . | D: -17 | E: . | F: 140 | G: . | H: . | I: 0

O=c1[nH][nH]cc1C=Nc1ccc(Cl)cc1
  A: 4 | B: 1.6 | C: -1 | D: 8 | E: 0 | F: 118 | G: -2 | H: 4 | I: -22

CN(Cc1ccccc1)S(=O)(=O)c1ccc(NC(=S)NC(=O)C2CCCCC2)cc1
  A: 7 | B: 5.3 | C: 11 | D: -5 | E: 1 | F: 90 | G: 2 | H: -8 | I: -4

O=C(Nc1ccc(Cl)cc1)NC1CCCCC1Cc1ccco1 (stereo not drawn)
  A: 5 | B: 3.0 | C: 5 | D: -8 | E: 0 | F: 104 | G: -2 | H: 15 | I: 2

Cc1ccc(O)c(Nc2nc(-c3ccccc3)nc3ccccc23)c1
  A: 0 | B: -0.5 | C: 0 | D: -47 | E: -1 | F: 90 | G: -2 | H: -5 | I: 5

O=c1cc(N2CCN(c3ccccc3Cl)CC2)[nH]c(=O)n1Cc1ccc(F)cc1
  A: 1 | B: 0.0 | C: 9 | D: -2 | E: -2 | F: 98 | G: -1 | H: 0 | I: -13

CCOCCCNC(=O)C(NC(=O)c1ccc(NC(C)=O)cc1)c1ccc(OC)cc1 (stereo not drawn)
  A: -1 | B: -0.5 | C: 2 | D: -1 | E: 4 | F: 108 | G: 0 | H: 1 | I: -5

Compound activity deposited in PubChem by several laboratories.
